Cycloheximide cs: affects cycloheximide protein synthesis inhibition readout, counter-screen; cell reporter, cycloheximide protein synthesis inhibition counterscreen; max response, %; hit rate 12% among 300,000; AID 2314; in the data active = max response mostly above about 13%, no sharp cut-off; inactive = mostly below about 14%; also: read at 38.3 µM for the half of the compounds with a filed dose; 0% is about no effect
Pf growth 96h: P. falciparum growth inhibition at 96 hours; P. falciparum luciferase reporter growth, 96 h; Potency, µM (series often up to 28.7 µM), without a hit: at the highest dose activity change, negative = inhibition, actives largely listed as inhibitors; hit rate 6.9% among 320,000; also: potency is read from the fitted curve at half-maximal effect; % is scaled to controls: 0 for no effect and ±100 for the full control effect
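Luminescence readout: decreased luciferase signal marks inhibited growth of reporter-expressing P. falciparum in infected red cells (2% hematocrit, 0.05% parasitemia final), exposed to compound two generations (96 h, 37 C, 5% CO2).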
TbPYK inhibitor: inhibitors of Trypanosoma brucei pyruvate kinase; Q57TT1; Potency, µM (titrated, usually from 76.8 µM), for the others: at the highest dose activity, negative = inhibition, usual class: inhibitors; TbPYK enzyme, Kinase-Glo Plus ATP luminescence, 45 min; hit rate 0.12% among 410,000; AID 624173; also: potency is read from the fitted curve at half-maximal effect; % is scaled to controls: 0 for no effect and ±100 for the full control effect; nearly all actives have a fitted effect of over 50% in size
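Luminescent Kinase-Glo Plus end-point after 45 min room-temperature reaction of T. brucei pyruvate kinase started with 130 uM ADP (final). Buffer TEA 50 mM pH 7.2 with KCl, MgCl2, BSA, Tween-20; titration-based qHTS with fitted concentration-effect curves.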
LmPK inh: LmPK (Leishmania mexicana) enzyme inhibition. Q27686. purified LmPK, Kinase-Glo ATP luminescence, 1 h. Potency, µM (highest dose often 57.5 µM), for inactives: at the highest dose activity change, negative = inhibition, hits mostly inhibitors. hit rate 0.37% among 290,000. AID 1721; also: potency is read from the fitted curve at half-maximal effect; % is scaled to controls: 0 for no effect and ±100 for the full control effect
Target sequence (Q27686 whole entry, looked up): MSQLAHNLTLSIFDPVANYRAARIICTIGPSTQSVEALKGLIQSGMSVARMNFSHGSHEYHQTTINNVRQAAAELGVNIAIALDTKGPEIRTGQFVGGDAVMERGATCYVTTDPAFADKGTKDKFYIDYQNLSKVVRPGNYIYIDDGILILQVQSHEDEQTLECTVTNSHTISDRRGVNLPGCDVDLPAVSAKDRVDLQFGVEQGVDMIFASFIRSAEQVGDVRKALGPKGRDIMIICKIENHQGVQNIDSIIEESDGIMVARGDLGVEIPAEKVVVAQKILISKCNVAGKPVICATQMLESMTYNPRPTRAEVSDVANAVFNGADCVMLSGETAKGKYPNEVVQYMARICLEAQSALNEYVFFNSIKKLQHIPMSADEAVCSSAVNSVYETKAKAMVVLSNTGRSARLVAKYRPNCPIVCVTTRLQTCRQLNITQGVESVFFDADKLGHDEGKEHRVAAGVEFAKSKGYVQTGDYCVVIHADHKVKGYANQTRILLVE
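Kinase-Glo luminescence read after 1 h RT reaction of 0.1 nM LmPK with 0.5 mM PEP and 0.1 mM ADP. Activity scaled between uninhibited and enzyme-free controls.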
Shiga toxin inh: blocks Shiga toxin action in Vero cells; Vero cells, Shiga toxin protein synthesis inhibition reporter; inhibition, % at 38.7 µM; hit rate 9.2% among 290,000; AID 2315; in the data active = inhibition mostly above about 28%, no sharp cut-off; inactive = mostly below about 43%; also: 0% is about no effect
Pf growth 48h: P. falciparum growth inhibition at 48 hours (one generation). P. falciparum luciferase growth in erythrocytes, 48 h. AID 504832. hit rate 5.9% among 310,000. Potency, µM (series often up to 28.7 µM), without a hit: top-dose activity change, negative = inhibition, most hits filed as inhibitors; also: potency is read from the fitted curve at half-maximal effect; % is scaled to controls: 0 for no effect and ±100 for the full control effect
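Luminescence readout; reporter = integrated firefly luciferase in P. falciparum. RBC culture at 2% hematocrit, 0.1% parasitemia final, 37 C/5% CO2; decreased signal taken as growth inhibition.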
AMA1-RON2 inh: disrupts binding of P. falciparum AMA1 to RON2. AlphaScreen AMA1-biotinylated RON2 peptide binding. Potency, µM (doses to about 58.2 µM), without a hit: at the top dose activity change, negative = inhibition, actives largely listed as inhibitors. hit rate 0.2% among 360,000. AID 720542;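 also: potency is read from the fitted curve at half-maximal effect; 0% = vehicle wells and -100% = peptide control; nearly all actives have a fitted effect of over 45% in size; some results filed as inactive show a strong effect at the top dose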
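AMA1 (3D7) with his tag at 25 nM final met compounds first, then biotinylated RON2 peptide at 25 nM; detection used donor plus acceptor beads, 10 µg/mL apiece, read by AlphaScreen after 30 min at room temperature.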
* hit, by the source's call; ? = inconclusive; · = no result given; & = joins results of further samples; [ ] = another dose, or the depositor's remark. Unless noted, calls follow the shape of the dose curve; as a rule, active = well fitted curve in the direction sought with a large enough effect; inconclusive = small, poorly fitted or top-dose-only effect, or another doubt; inactive = no such curve, though single readings can be large; an effect the other way counts as inactive or inconclusive.

The line under a structure holds: Cycloheximide cs	Pf growth 96h	TbPYK inhibitor	LmPK inh	Shiga toxin inh	Pf growth 48h	AMA1-RON2 inh
CC(=O)Nc1cccc(NC(=O)Nc2ccc(F)cc2F)c1
  10.4	40.3%[activator]	9.4%	0.8%	30.9	3.4%	4.5%
Cc1nnc(NC(=O)CSc2nnc(CCc3nc4ccccc4[nH]3)n2C)s1
  7.1	15.1%	2.5%	0.3%	31.2	2.6%	52.3%[activator]
O=C1CCC(C(=O)N2CCSCC2)CN1CCc1ccccc1 (centres undefined)
  2.0	29.1%	2.7%	-11.2%	23.0	12.7%	1.2%
CCNC(=O)CC1C(=O)N(c2ccc(OC)cc2)C(=O)N1Cc1ccc(OC)cc1 (centres undefined)
  -3.6	36.2%[activator]	-0.5%	-2.6%	-10.8	2.2%	4.6%
Cc1cc(Nc2nc3c(c(=O)n(C)c(=O)n3C)n2C)n(-c2ccc(Cl)cc2)n1
  6.7	?	-8.9%	1.0%	-11.0	?	9.4%
COc1ccc(CCN2CC(C(=O)N(C)Cc3ccc(C)o3)CCC2=O)cc1 (centres undefined)
  38.4*	31.5%[activator]	-25.7%	0.4%	74.1*	7.5%	-0.1%
CCOC(=O)C1CCN(C(=O)c2ccc(S(=O)(=O)Nc3ccccc3OC)cc2)CC1
  ·	11.7µM*	-2.7%	·	·	?	-7.2%
CNc1nc(-c2ccccc2)nnc1C(F)(F)F
  14.4	5.7%	-12.9%	-1.0%	12.0	18.4%	-7.7%
COC(=O)c1ccc(NC(=S)NCC2CC2)cc1
  63.1*	32.7%[activator]	-5.9%	-6.5%	96.8*	45.3%[activator]	-4.1%
c1ccc(N2CCN(c3nc4ccccc4n4nnnc34)CC2)cc1
  37.7*	-10.8%	-0.5%	-4.2%	27.8*	?	28.4%
Cc1ccc(NC(=O)C2C3C=CC4(CN(Cc5cccnc5)C(=O)C24)O3)cc1 (centres undefined)
  12.8	-8.9%	-0.5%	-0.1%	29.1	23.5%	11.2%
O=C(NNS(=O)(=O)c1ccccc1)C1CCN(S(=O)(=O)c2ccc(Cl)cc2)CC1
  1.4	1.2%	-5.0%	0.5%	10.4	-9.2%	-2.4%
O=C(CNc1cc(S(=O)(=O)N2CCCC2)ccc1OCC(F)(F)F)Nc1cccc(C(F)(F)F)c1
  3.0	13.1µM*	-11.1%	-2.3%	-12.4	?	-12.0%
O=C(COc1ccccc1)Nc1cc(Cl)ccc1Cl
  17.5*	43.9%[activator]	-15.2%	-3.3%	37.1*	54.2%[activator]	0.0%
O=C1c2cccc3c([N+](=O)[O-])ccc(c23)C(=O)N1c1nccs1
  -1.2	21.5%	-11.5%	-0.9%	-13.3	11.3%	-8.5%

Reprinted from above for reference:
The line under a structure holds: Cycloheximide cs	Pf growth 96h	TbPYK inhibitor	LmPK inh	Shiga toxin inh	Pf growth 48h	AMA1-RON2 inh
CC(=O)Nc1cccc(NC(=O)Nc2ccc(F)cc2F)c1
  10.4	40.3%[activator]	9.4%	0.8%	30.9	3.4%	4.5%
Cc1nnc(NC(=O)CSc2nnc(CCc3nc4ccccc4[nH]3)n2C)s1
  7.1	15.1%	2.5%	0.3%	31.2	2.6%	52.3%[activator]

New compounds follow
The line under a structure holds: Cycloheximide cs	Pf growth 96h	TbPYK inhibitor	LmPK inh	Shiga toxin inh	Pf growth 48h	AMA1-RON2 inh
CCOC(=O)c1c(N)sc2c(O)c(Br)ccc12
  12.6	3.9%	-16.0%	-7.4%	16.2	·	-11.5%
Cc1ccc(Nc2nnc(SCC(=O)NC3CC3)s2)cc1
  ·	?	2.5%	·	·	?	-4.5%
CN(C(=O)COC(=O)c1ccccc1SCC(=O)N1CCCC1)C1(C#N)CCCCC1
  ·	?	5.8%	·	·	-23.9%	-4.0%
Cc1ccc(CNC(=O)c2ccc(N3CCC4(CC3)CC(c3cccc(Br)c3)=NO4)c(NC(=O)c3c(Cl)cccc3Cl)c2)cc1
  ·	9.28µM*	1.2%	·	·	5.86µM*	-1.0%
CCOC(=O)CNc1c(-c2ccc(F)cc2)nc2cnccn12
  -3.3	21.1%	2.8%	-5.0%	-6.6	-13.3%	4.8%
Cc1ccc(S(=O)(=O)c2nnn3c2nc(N2CCCCC2)c2ccccc23)cc1
  -2.2	?	1.1%	1.0%	14.2	?	20.7%
CC(=O)Nc1ccc(C(=O)N2CCCc3ccccc32)cc1
  -1.0	?	1.9%	-4.9%	14.1	25.7%	-7.4%
Cc1ccc(C(=O)C(C)Oc2ccc3ccc(=O)oc3c2)cc1 (centres undefined)
  9.4	?	3.8%	-3.2%	11.3	18.2%	-2.2%
CN1N=C(C(C)(C)C)CSC1=Nc1ccccc1
  15.9	14.6%	-0.7%	5.3%	36.3	0.2%	15.8%
Cc1cc(C)nc(/N=C/c2c(O)n(C)c(=O)n(C)c2=O)n1
  4.3	?	·	1.8%	-1.8	6.0%	·
O=C(N/N=C/c1cccs1)c1cccc(S(=O)(=O)Nc2ccc(Cl)cc2)c1
  1.5	-16.9%	0.3%	0.0%	-3.3	-1.1%	0.8%
Cc1c(OCC(=O)N2CCC(C(=O)O)CC2)ccc2c3c(c(=O)oc12)CCC3
  0.8	60.7%[activator]	0.3%	-6.4%	-3.8	39.5%[activator]	-6.4%
COc1ccc(CC(=O)Nc2ccc(F)c(F)c2F)cc1S(=O)(=O)N1CCOCC1
  ·	?	-2.9%	·	·	11.7µM*	-4.8%
COc1cc(/C=N/Nc2nc(Nc3ccccc3)nc(N3CCOCC3)n2)ccc1OC(=O)c1ccco1
  35.2	?	-8.5%	8.8%	39.1	?	8.7%
COc1cc(/C=C2\SC(=S)N(CCC(=O)N3CCCCC3)C2=O)cc(OC)c1OC
  -2.1	23.8%	0.1%	-3.6%	-4.1	?	4.2%
OCCNC(=S)Nc1cccc(Cl)c1Cl
  1.9	-5.1%	5.1%	-2.6%	2.5	9.3%	-5.0%
Cc1csc(NC(=O)Nc2ccc(Cl)cc2)n1
  47.7*	·	3.8%	11.2%	61.7*	·	-14.5%
N#Cc1ccc(C(=O)NC2CCCCCCC2)cc1
  22.2*	118.1%[activator]	-3.3%	0.1%	82.7*	101.2%[activator]	-27.0%
O=C1CCC(=O)N1CNc1cccnc1
  1.3	-7.8%	2.4%	-5.3%	8.7	11.8%	-7.0%
COc1cccc(OC)c1C(=O)Nn1c(-c2cccc(C)c2)nc2ccccc2c1=O
  -8.3	?	5.8%	-13.2%	-5.4	-22.0%	-9.1%
CC(N=C1CC(C)(C)CC(=O)/C1=C(/O)CCCN1C(=O)c2ccccc2C1=O)C(=O)O (centres undefined)
  6.2	-8.9%	-9.2%	2.6%[11.5 µM]	-9.5	2.9%	-6.2%
CCc1ccc(NC(=S)N(CCC(C)C)C2CCN(C(C)=O)CC2)cc1
  13.0	10.6%	-5.6%	5.5%	25.0	1.8%	9.3%
Cn1cnnc1Sc1cc(N2CCN(S(=O)(=O)c3ccccc3)CC2)ccc1[N+](=O)[O-]
  4.9	-18.3%	0.8%	5.5%	3.0	?	-9.9%
Cc1c(C(=O)O)cccc1-n1c(C)cc(/C=N/NC(=O)c2cc3ccccc3o2)c1C
  -1.3	14.7%	-7.3%	0.7%	10.1	-19.5%	63.9%[activator]
CNc1nc(-c2ccccc2)nc(-c2ccc(OC)cc2)c1C#N
  2.3	46.3%[activator]	-0.2%	-0.5%	13.9	30.7%[activator]	5.0%
CN1CCN(C(=O)c2ccccc2NC(=O)COc2ccccc2Cl)CC1
  16.7	-4.8%	-1.3%	-14.3%	30.2*	14.6%	1.7%
Cn1c(SCC(=O)c2ccc3c(c2)OCO3)nnc1C1COc2ccccc2O1 (centres undefined)
  7.5	11.7µM*	-18.9%	2.4%	11.7	?	48.5%[activator]
CC#CC(=O)N1CCCC(Cc2cccc(OC)c2)(C(=O)OCC)C1 (centres undefined)
  43.4*	6.57µM*	-2.7%	-1.8%	32.5*	?	1.3%
COc1ccc(Cc2nnc(NC(=O)c3ccccc3F)s2)cc1
  19.6*	0.8%	-8.0%	-2.9%	85.5*	21.3%	-7.8%
O=C(OCc1nnc(-c2ccccc2)o1)c1cc([N+](=O)[O-])ccc1Cl
  -3.9	-1.7%	1.8%	3.4%	-5.3	17.3%	-5.6%
CC(OC(=O)CCCc1nc2ccccc2s1)C(=O)NC(N)=O (centres undefined)
  -2.5	-1.3%	-1.6%	0.2%	28.9	27.3%	-5.5%
CCc1ccc(N2CC(C(=O)Nc3nccs3)CC2=O)cc1 (centres undefined)
  9.1	10.4%	-1.1%	-4.3%	-8.9	-0.7%	-7.2%
COc1cc(OC)cc(C(=O)NCc2ccc3c(c2)OCO3)c1
  -1.6	?	0.2%	-3.4%	-12.8	3.2%	-6.1%
COc1ccc(-c2c(C)nc3c(-c4ccccn4)cnn3c2N)cc1
  59.5*	28.6%	0.1%	-1.8%	96.3*	9.6%	24.1%
O=C(c1ccc2c(c1)ncn2-c1ccc(F)cc1F)N1CCC2(CC1)OCCO2
  16.7	34.9%[activator]	1.2%	-3.7%	16.2	-0.2%	15.2%
COc1ccc(-c2ccc3c(N)c(C(=O)c4ccc(OC)c(OC)c4)sc3n2)cc1
  8.1	?	3.2%&5.8%	3.1%	-2.3	·	-17.9%
CNC(=S)NNC(=O)c1oc2nc(-c3ccccc3)cc(-c3ccco3)c2c1N
  5.5	?	-7.1%	3.6%	-9.6	16.3%	-10.8%
O=C(CCSc1nc(-c2ccc3c(c2)OCO3)cc(C(F)(F)F)n1)NCc1ccco1
  -5.2	-21.7%	0.9%	7.8%	-7.0	·	3.1%
COCCN(Cc1ccccc1)C(=O)c1cccc(S(=O)(=O)N2CCN(c3ccc(F)cc3)CC2)c1
  ·	-5.3%	-3.1%	·	·	-0.6%	-6.7%
Cc1sc2nc(CSc3ccccc3)nc(N3CCC(C(N)=O)CC3)c2c1C
  -5.7	11.7µM*	4.4%	12.8%	-7.3	?	-13.0%
CC(C)N1C(=O)S/C(=C/c2ccccc2OCc2ccc(C(=O)O)cc2)C1=O
  20.1	55.3%[activator]	-2.1%	2.3%	31.9*	-12.6%	-10.4%
Cc1ccc(S(=O)(=O)NCCC(=O)NNC(=O)COc2ccccc2Cl)cc1C
  ·	-69.1%	0.0%	·	·	-25.8%	78.7%[activator]
CCOC(=O)NNC(=O)NCCCCCCNC(=O)NNC(=O)OCC
  -2.5	20.3%	-20.8%	-1.2%	-19.6	3.0%	7.5%
